Assay outcomes from PubChem.
miR-122 sensor: miR-122 inhibition in Huh7 cells; Huh7 miR-122 Renilla luciferase sensor, 48 h; neutral wells = 0, positive control = 100; activation (reporter increase), % at 12.5 µM; actives 0.3% (n = 340,000); AID 602342;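 active means mean replicate activation score at least 90 and every replicate individually at or above 90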;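 further: higher luciferase means less miR-122 activity so hits act as miR-122 inhibitors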
PAX8 reporter: PAX8 transcriptional activity inhibition; inhibition, % at 12.6 µM; AID 652154; RMG-I TPO-luciferase reporter, SteadyGlo, 24 h; actives 1.2% (n = 360,000);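 active means mean replicate inhibition at least 60% with every replicate also reaching 60%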;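 further: luciferase light reporting Pax8 driven TPO promoter activity; plate controls were median of neutral control wells for no effect and mitoxantrone controls for full effect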
LGR2 inh: inhibitors of bursicon-induced Drosophila LGR2 receptor cAMP signaling. HEK293 LGR2, CRE-luciferase, bursicon-stimulated, 4 h. inhibition, % at 9.99 µM. actives 0.35% (n = 380,000);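 active means drop in luminescence signal, shown as inhibition above about 50% in the replicate tests, limit read from the data, passing the limit was not always enough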;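 further: agonist challenge used bursicon conditioned medium at about half maximal strength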
Cneo AK release: causes C. neoformans cell lysis; adenylate kinase release luminescence, 4 h; normalised: neutral wells 0, clomiphene wells 100; lysis activity, % at 15 µM; actives 0.2% (n = 360,000); AID 651654;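 active means mean lysis activity across replicates of at least 80%, whatever share of replicates individually reach that level; inactive means mean lysis activity below 80%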
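Assay system: C. neoformans cells. Amount: yeast cell density of 5 × 10^6 cells/mL. Technique: AK luminescence. Buffer or medium: YPD. Times: static 4 h at 37 °C with compound, 1 h detection. Dosing: single-point compound dose. Read-out: lysis from increased AK signal.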
PGC1a acetyl inh: PGC1a acetylation modulation, inhibitor mode. inhibition, % at 15.6 µM. AID 651687. U2OS PGC1a acetylation, AlphaScreen anti-acetyl-lysine; with virally co-expressed GCN5 acetyltransferase. actives 0.17% (n = 350,000);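 active means every replicate shows inhibition of at least 40%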;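 further: 0% = neutral control wells and 100% = positive control wells; some results beyond the cut were filed as inactive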
EWS-Fli inh: blocks EWS/Fli oncoprotein-driven transcription; A673 NR0B1-luciferase reporter, viability-normalised; inhibition, % at 12.6 µM; AID 651661; actives 0.67% (n = 350,000);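 active means mean inhibition of at least 50% after viability correction, with every replicate also passing that limit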;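 further: firefly luciferase signal divided by Alamar Blue viability fluorescence both relative to DMSO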
FN deposit inh: fibronectin deposition inhibition; inhibition, % at 12.6 µM; AH1F fibroblasts, Alexa488-fibronectin deposition fluorescence, overnight; actives 0.086% (n = 350,000);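 active means mean inhibition across replicates of 30% or more, regardless of how many single replicates reach that level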;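 further: positive control wells lacked labelled fibronectin entirely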
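Material: AH1F fibroblast monolayer depositing Alexa488-labelled fibronectin into matrix / Amount: 10000 AH1F cells per well / Signal: fluorescence 485/525 nm / Medium: DMEM, 2% serum / Compound: single dose, pinned / Incubation: 1 h cell adhesion before compound, then overnight fibronectin incubation / Reagent: Alexa488-FN, 24 nM final / Read-out: inhibition of fibronectin deposition signal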
Casp6 inh: inhibitors of human caspase-6 | actives 0.53% (n = 350,000) | inhibition, % at 12.5 µM | purified caspase-6, Z-VEID-R110 cleavage fluorescence | AID 686996;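 active means mean inhibition across replicates at least about 35%, with every replicate also reaching that limit, limit read from the data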;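 further: 0% = median of neutral control wells and 100% = no fluorescence left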
Target sequence (P55212 24-179 limits assumed): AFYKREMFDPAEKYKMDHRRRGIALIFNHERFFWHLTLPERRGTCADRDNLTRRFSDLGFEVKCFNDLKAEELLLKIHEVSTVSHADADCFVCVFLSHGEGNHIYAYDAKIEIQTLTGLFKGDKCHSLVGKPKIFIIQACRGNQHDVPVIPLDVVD
Target sequence (P55212 194-293 limits assumed): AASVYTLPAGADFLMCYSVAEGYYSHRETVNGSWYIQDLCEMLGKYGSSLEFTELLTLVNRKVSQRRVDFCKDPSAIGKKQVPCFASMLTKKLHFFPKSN
Starred values were filed as active, the others as inactive; · = no result given; & = joins results of further samples; [ ] = another dose, or the depositor's remark.

1. Nn1c(SCC(=O)Nc2ccccc2Oc2ccccc2)nnc1C1CC1
2. COc1ccc(OC)c(/C=N/NC(=O)c2cc3c(OC)c(OC)ccc3[nH]2)c1
3. COc1cccc(-c2ccc([C@@H]3[C@@H](CO)N(C(=O)Cc4ccccc4)[C@H]3C#N)cc2)c1
4. Cc1cc(N=Nc2ccc(Cl)cc2)cc(CN2CCOCC2)c1O
5. COC(=O)c1ccccc1NC(=O)/C=N/O
6. COc1ccc(NC(=O)Nc2ccc3c(c2)C(=O)N([C@@H](C)CO)C[C@@H](C)[C@@H](CN(C)S(=O)(=O)c2ccc(C)cc2)OCCCC[C@@H](C)O3)cc1
7. O=C(NCCc1cccc(F)c1)C1CCC(=O)N(C2CCCCCC2)C1 (configuration not stated)
8. Cc1cc(C)c(NC(=O)/C(=C/c2ccco2)c2ccccc2)c(C)c1

Screen / compound no. | 1 | 2 | 3 | 4 | 5 | 6 | 7 | 8
miR-122 sensor | 8 | · | · | 3 | -5 | 5[16.7 µM] | -4 | 6
PAX8 reporter | 1 | 2 | 14 | -9 | 1 | 0 | -16 | -5
LGR2 inh | 6 | 4 | 12 | · | · | 6 | 9 | ·
Cneo AK release | -1 | · | 0 | -3 | -1 | 0 | 6 | 2
PGC1a acetyl inh | · | · | -17 | · | -6 | 0 | -5 | -6
EWS-Fli inh | -2 | -5 | 8 | 0 | · | -3 | -9 | ·
FN deposit inh | 0 | 6 | 1 | -6 | 2 | · | 3 | -5
Casp6 inh | 1 | 3 | 1 | -2 | · | 4 | -3 | ·

From entry 2 to 8, as listed above:
2. COc1ccc(OC)c(/C=N/NC(=O)c2cc3c(OC)c(OC)ccc3[nH]2)c1
3. COc1cccc(-c2ccc([C@@H]3[C@@H](CO)N(C(=O)Cc4ccccc4)[C@H]3C#N)cc2)c1
4. Cc1cc(N=Nc2ccc(Cl)cc2)cc(CN2CCOCC2)c1O
5. COC(=O)c1ccccc1NC(=O)/C=N/O
6. COc1ccc(NC(=O)Nc2ccc3c(c2)C(=O)N([C@@H](C)CO)C[C@@H](C)[C@@H](CN(C)S(=O)(=O)c2ccc(C)cc2)OCCCC[C@@H](C)O3)cc1
7. O=C(NCCc1cccc(F)c1)C1CCC(=O)N(C2CCCCCC2)C1 (configuration not stated)
8. Cc1cc(C)c(NC(=O)/C(=C/c2ccco2)c2ccccc2)c(C)c1

Screen / compound no. | 2 | 3 | 4 | 5 | 6 | 7 | 8
miR-122 sensor | · | · | 3 | -5 | 5[16.7 µM] | -4 | 6
PAX8 reporter | 2 | 14 | -9 | 1 | 0 | -16 | -5
LGR2 inh | 4 | 12 | · | · | 6 | 9 | ·
Cneo AK release | · | 0 | -3 | -1 | 0 | 6 | 2
PGC1a acetyl inh | · | -17 | · | -6 | 0 | -5 | -6
EWS-Fli inh | -5 | 8 | 0 | · | -3 | -9 | ·
FN deposit inh | 6 | 1 | -6 | 2 | · | 3 | -5
Casp6 inh | 3 | 1 | -2 | · | 4 | -3 | ·

New compounds follow:
9. CCOc1ccc2ccccc2c1C(=O)N[C@@H]1C(=O)N2[C@@H]1SC(C)(C)[C@@H]2C(=O)O
10. Cc1ccc(CN2CCC(n3nccc3NC(=O)CCOc3ccccc3)CC2)o1
11. CN1C(=O)c2cc(NC(=O)Nc3ccc(Cl)cc3)ccc2OC[C@@H]2O[C@H](CC(=O)O)CC[C@@H]21
12. Cc1ccc(S(=O)(=O)NCCOCCNS(=O)(=O)c2ccc(C)cc2)cc1
13. CNC(=O)C[C@@H]1CC[C@H]2[C@@H](COc3ccc(NC(=O)c4ccc(C(F)(F)F)cc4)cc3C(=O)N2C)O1
14. O=C1CSC(c2ccccc2)N1c1nc(-c2ccc(Cl)cc2Cl)cs1 (configuration not stated)
15. CC(=O)N/C(=C\c1ccc(F)cc1)C(=O)NC(C(=O)O)C(C)C (configuration not stated)
16. O=C(Nc1cccnc1)c1cnn2c(C(F)F)cc(C3CC3)nc12

Screen / compound no. | 9 | 10 | 11 | 12 | 13 | 14 | 15 | 16
miR-122 sensor | 0&0 | -7 | -1[16.7 µM] | 14 | 21[16.7 µM] | -2 | -6 | 2
PAX8 reporter | -20&-10 | 17 | 4 | 33 | -9 | · | 4 | ·
LGR2 inh | -40 | 0 | 17 | · | -19 | · | 12 | -1
Cneo AK release | 0&-2 | 7 | 5 | 7 | -3 | · | 4 | 3
PGC1a acetyl inh | -1&-3 | -4 | -6 | -10 | -9 | -9 | 7 | 4
EWS-Fli inh | -30&0 | · | -4 | · | 3 | -3 | 6 | ·
FN deposit inh | 14&-7 | 1 | 3 | 1 | -9 | · | 10 | ·
Casp6 inh | 2 | -4 | -2 | · | · | 1 | 3 | ·

17. CC12CCC(C)(O1)C1C(=O)N(c3nccs3)C(=O)C12 (configuration not stated)
18. COc1ccccc1-n1c(CNC(=O)c2ccccc2)nnc1SCC(=O)Nc1nnc(C)s1
19. O=C(C1CC1)N1CC[C@@H]2[C@H](CO)Nc3ccc(C#Cc4ccc(F)cc4)cc3[C@@H]21
20. CN(CC1CCCO1)S(=O)(=O)c1ccc(C(=O)Nc2nccs2)cc1 (configuration not stated)
21. CCCN1Cc2cccc(C(=O)NCCc3ccccc3)c2C1=O
22. Cc1nn(-c2ccc(F)cc2)c(Cl)c1/C=C(\CC(=O)O)c1nc2ccccc2s1
23. C[C@H](NC(=O)[C@@H]1[C@@H](CO)[C@@H]2Cn3c(cccc3=O)[C@@H]2N1Cc1ccncc1)c1ccccc1
24. CC(=O)Oc1ccc(C(=O)Nc2cccc(NC(=O)c3ccco3)c2)cc1

Screen / compound no. | 17 | 18 | 19 | 20 | 21 | 22 | 23 | 24
miR-122 sensor | -8 | -3 | -10[16.7 µM] | 52 | · | -2 | -4[16.7 µM] | 8
PAX8 reporter | 2 | -1 | -12 | 6 | 16 | · | -10 | -19
LGR2 inh | -5 | 10 | -4 | -4 | -7 | · | 8 | -6
Cneo AK release | 0 | -1 | 2 | -1 | · | 3 | 2 | 0
PGC1a acetyl inh | -1 | 5 | 0 | 1 | · | 16 | · | -17
EWS-Fli inh | 3 | 4 | 4 | -18 | -1 | · | 1 | -15
FN deposit inh | 0 | 0 | -12 | -6 | 3 | 2 | · | -2
Casp6 inh | -2 | -1 | · | -1 | 4 | · | 1 | 4

25. COCCCn1c(O)c(/C=C2\N=C(C#N)C(=Nc3ccc(C)cc3)O2)sc1=S
26. COC(=O)[C@@]12C[C@@H](CC(=O)NCC3CCCCC3)C(=O)N(Cc3ccccc3)C1=CCC(C)(C)C2
27. COc1ccc(NC(=O)CN(C)CC(=O)c2c(C)[nH]c3ccccc23)cc1
28. Cc1ccsc1C(=O)C1CCCN(Cc2cn(C)nc2-c2ccccc2)C1 (configuration not stated)
29. CC(C)CC1C(=O)N(Cc2cn(CCC3OCCCO3)nn2)CCS(=O)(=O)N1Cc1ccc(-c2ccc(Cl)cc2)cc1 (configuration not stated)
30. CO[C@H]1CN(C)C(=O)c2cc(NC(=O)c3ccccc3F)ccc2OC[C@@H](C)N(C)C[C@@H]1C
31. Oc1oc(-c2ccccc2Br)nc1C=Nc1ccc(Br)cn1
32. CC(CC(=O)NCc1ccco1)S(=O)(=O)c1ccc2c(c1)CCN2C(=O)C1CC1 (configuration not stated)

Screen / compound no. | 25 | 26 | 27 | 28 | 29 | 30 | 31 | 32
miR-122 sensor | -1 | · | -1 | · | -4 | -32[16.7 µM] | -9 | 3
PAX8 reporter | 7 | 7 | 15 | 5 | 0 | 5 | -16 | 15
LGR2 inh | 5 | 9 | 1 | -2 | 2 | -10 | 14 | -8
Cneo AK release | 0 | · | -2 | · | · | -5 | -1 | 0
PGC1a acetyl inh | -3 | · | 13 | · | 0 | -2 | 3 | -14
EWS-Fli inh | -21 | -9 | 6 | 13 | 0 | -12 | 8 | ·
FN deposit inh | -3 | -9 | 7 | 24 | -4 | -7 | 11 | 4
Casp6 inh | 4 | -1 | 0 | 0 | -4 | 16 | 5 | 2

33. CC[C@@H]1C(c2ccccc2)=NN(c2ccc(Br)cc2)[C@H]1C(=O)N1CCOC1=O
34. CCOC(=O)c1c(/N=C/C2=C(O)CC(C)(C)CC2=O)sc(C(C)=O)c1C
35. COc1ccc(C(=O)Nc2cc(C)c(NC(=O)c3ccccc3OC)cn2)cc1
36. C[C@H](CO)N1C[C@H](C)[C@@H](CN(C)Cc2ccc(C(=O)O)cc2)Oc2cc(C#CCC3CCCC3)ccc2S1(=O)=O
37. COc1cnc(-c2ccccc2)nc1Sc1ccccc1
38. O=c1[nH]c(=S)[nH]c2c1CN(Cc1ccc(F)cc1)CC2
39. Cc1n[nH]c(C)c1CNCc1c(C(=O)N2CCCCCCC2)nc2ccc(Cl)cn12
40. COC(=O)C1CCN(C(=O)COC(=O)CNS(=O)(=O)c2ccc(SC)c([N+](=O)[O-])c2)CC1

Screen / compound no. | 33 | 34 | 35 | 36 | 37 | 38 | 39 | 40
miR-122 sensor | -3 | · | · | 1[16.7 µM] | · | · | -10 | 7
PAX8 reporter | 4 | -13 | -92 | · | -13 | -3 | 3 | -10
LGR2 inh | -6 | -24 | -29 | · | · | 7 | 44 | 8
Cneo AK release | 0 | · | -5 | 1 | -2 | 2 | 0 | 1
PGC1a acetyl inh | 3 | · | · | 7 | · | · | 10 | ·
EWS-Fli inh | 1 | -17 | -105 | 12 | 9 | -1 | -3 | -4
FN deposit inh | 2 | 10 | -5 | · | -2 | 6 | -3 | -36
Casp6 inh | -2 | 1 | 2 | 1 | -3 | 1 | 0 | 35

41. CCn1nc(NS(=O)(=O)c2ccccc2)c2cc3ccc(C)cc3nc21
42. CCCCN1CC(=O)N2[C@H]3c4ccc(OC)cc4OC[C@@H]3[C@H](c3ccccc3)[C@]2(C)C1=O
43. O=C(O)C[C@@H]1C=C[C@@H](NC(=O)Nc2cc(F)ccc2F)[C@H](CO)O1
44. C=C1N(CCCCCC(=O)O)C(=O)OC12CCCCC2
45. Cc1ccc(NC(=O)N(CCCN2CCOCC2)Cc2cccnc2)cc1C
46. CCCC#Cc1ccc2c(c1)O[C@H](CN(C)C(=O)C1CCC1)[C@@H](C)CN([C@H](C)CO)S2(=O)=O
47. Cc1noc(C)c1NC(=O)N(C)C[C@H]1Oc2ccc(NC(=O)c3ccncc3)cc2CC(=O)N([C@@H](C)CO)C[C@@H]1C
48. Cc1ccccc1-c1ccc([C@H]2[C@H]3CN(C(=O)Cc4ccccn4)CC(=O)N3[C@H]2CO)cc1
49. CC1(C)CC(NC(=O)Nc2ccc([N+](=O)[O-])cc2)CC(C)(C)N1
50. O=C(CCNC(=O)c1ccccc1Cl)NCC1COc2ccccc2O1 (configuration not stated)
51. CCOC(=O)c1cc(-c2ccc(C)cc2)n(CCC(=O)NCCN(C)C)c1C

Screen / compound no. | 41 | 42 | 43 | 44 | 45 | 46 | 47 | 48 | 49 | 50 | 51
miR-122 sensor | 12 | 0 | · | -1 | 1 | 38[16.7 µM] | 7[16.7 µM] | · | -10 | -1 | -10
PAX8 reporter | -16 | 6 | 7 | -24 | 0 | · | -12 | -11 | -6 | -1 | ·
LGR2 inh | 2 | · | 8 | · | 4 | 1 | 1 | -2 | 5 | -10 | 7
Cneo AK release | 0 | -7 | 7 | 5 | 0 | 3 | 3 | · | 0 | 5 | -2
PGC1a acetyl inh | 1 | · | -3 | · | 2 | -10 | 4 | 11 | -5 | -6 | 7
EWS-Fli inh | 7 | 2 | -3 | · | -10 | 23 | 5 | 0 | 3 | -2 | ·
FN deposit inh | 7 | -25 | -5 | 5 | 4 | -12 | 16 | · | -1 | 4 | ·
Casp6 inh | -1 | 2 | 0 | · | -2 | 2 | 0 | -1 | 2 | 3 | ·
